# Source: PubChem BioAssay
# West Nile antiviral: West Nile virus antiviral activity, cell-based, CPE readout (AID 1621); West Nile virus-infected cells, CPE inhibition; higher % means a stronger effect; one-dose CPE inhibition, % at 10 µM; IC50 in µM for titrated hits; actives 0.02% (n = 290,000); in the data active = a potency from the dose series; note: strong numbers were not always called active
# GPR55 antagonists: GPR55 antagonists blocking LPI-driven arrestin recruitment, primary screen, imaging, U2OS, beta-arrestin-GFP, LPI agonist (AID 2013); G-protein coupled receptor 55 (Homo sapiens); U2OS GPR55 beta-arrestin-GFP translocation imaging, LPI antagonism; higher % means a stronger effect; inhibition, % at 10 µM, or IC50 in µM where a hit was titrated; actives 0.13% (n = 290,000);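 active = spots per cell inhibited over 60%, with over 100 cells counted and total cytoplasm intensity under 500,000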;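 note: U2OS cells stably carrying GPR55 and arrestin-GFP stimulated by 5 µM LPI near EC80; imaged beta-arrestin-GFP aggregate spots per cell after agonist stimulation; plate controls were LPI-stimulated DMSO wells for no effect and DMSO wells without LPI for full effect; some results filed as inactive read as strong as hits; confirmed hits need IC50 under 10 µM and bright autofluorescent wells are also inconclusive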
# GPR35 arrestin U2OS: GPR35 antagonists blocking zaprinast-driven arrestin recruitment, primary screen, imaging, U2OS, beta-arrestin-GFP, zaprinast agonist (AID 2058); actives 0.052% (n = 290,000); one-dose inhibition, % at 10 µM; IC50 in µM for titrated hits; U2OS GPR35 beta-arrestin-GFP translocation imaging, zaprinast antagonism; higher % means a stronger effect; G-protein coupled receptor 35 (Homo sapiens);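 active = inhibition of at least 50% with at least 30 cells and total cytoplasm GFP at most 10,000,000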
# KOR beta-arrestin-1: KOR agonists, beta-arrestin recruitment, primary screen, cell-based, luminescence, uHTS (AID 1777); activation, % at 10 µM, or EC50 in µM where a hit was titrated; actives 0.02% (n = 280,000); KOR beta-arrestin recruitment, luminescence; higher % means a stronger effect; Kappa-type opioid receptor (Homo sapiens); in the data active = activation above about 50%, passing the limit was not always enough; note: a part of the inactive calls stands beside numbers as strong as those of hits
# GPR55 beta-arrestin: GPR55 agonists via beta-arrestin recruitment, primary screen, imaging, U2OS cells, beta-arrestin-GFP redistribution (AID 1961) | activation, % at 10 µM, or EC50 in µM where a hit was titrated | actives 0.048% (n = 290,000) | G-protein coupled receptor 55 (Homo sapiens) | U2OS GPR55 beta-arrestin-GFP redistribution imaging; higher % means a stronger effect;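 active = activation above 40% with more than 50 cells counted in the well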;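 note: U2OS osteosarcoma cells stably expressing GPR55 and beta-arrestin-GFP; plate controls were DMSO negative control for no effect and LPI positive control for full effect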
# Dengue-2 NS5 capping: Dengue-2 NS5 methyltransferase inhibitors, primary screen, biochemical, confirmation dose response (AID 588689); Genome polyprotein (Dengue virus type 2 (strain 16681-PDK53)); Dengue-2 NS5 methyltransferase capping enzyme assay, biochemical; higher % means a stronger effect; one-dose inhibition, % at 25 µM; IC50 in µM for titrated hits; actives 0.3% (n = 340,000); in the data active = a potency from the dose series
# HIV peptide binding: inhibitors of HIV fusion peptide binding, primary screen, biochemical, uHTS, fluorescence dequenching (AID 1986); cell-free peptide binding, fluorescence dequenching, 30 min; higher % means a stronger effect; inhibition, % at 20 µM, or IC50 in µM where a hit was titrated; actives 0.3% (n = 290,000); in the data active = inhibition mostly above about 52%, no sharp cut-off; inactive = mostly below about 76%; note: some results filed as inactive read as strong as hits
# KOR beta-arrestin-2: KOR antagonists, beta-arrestin recruitment, cell-based, luminescence, uHTS (AID 1778); Kappa-type opioid receptor (Homo sapiens); KOR beta-arrestin recruitment, luminescence, antagonist mode; higher % means a stronger effect; inhibition, % at 10 µM, or IC50 in µM where a hit was titrated; actives 0.091% (n = 290,000); in the data active = inhibition above about 50%; note: strong numbers were not always called active
# NOD1 NF-kB reporter: NOD1 signaling inhibitors, primary screen, cell-based, luminescence, uHTS (AID 1578). NOD1-driven NF-kB luciferase reporter cells, luminescence; higher % means a stronger effect. actives 1% (n = 290,000). inhibition, % at 4 µM, or EC50 in µM where a hit was titrated; in the data active = inhibition mostly above about 36%, no sharp cut-off; inactive = mostly below about 34%;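 note: HEK-293T reporter cells stimulated with the NOD1 agonist gamma-tri-DAP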
# Dengue-2 NS5 capping pilot replicate: also measured in Dengue-2 NS5 capping; calls as there; inhibition, %; measured here: pilot screen replicate inhibition
# * = called active by the depositor; . = not tested or not shown; [ ] = remark or other dose. An excerpt. The share of hits here may be higher or lower than overall.
# Start of the listing, in advance (three entries):
SMILES,West Nile antiviral,GPR55 antagonists,GPR35 arrestin U2OS,KOR beta-arrestin-1,GPR55 beta-arrestin,Dengue-2 NS5 capping,HIV peptide binding,KOR beta-arrestin-2,NOD1 NF-kB reporter,others
O=C(c1ccc(N2CCCCS2(=O)=O)cc1)N1CCN(c2ccccc2F)CC1,1.1%,7%,-6%,-2.3%,0.2%,-2%,0.8%,-46%,-7%,
COC(=O)Cn1nc(-c2ccccc2)c2cc(Cl)ccc21,0.8%,18%,-13%,-1.9%,-0.1%,3%,3.0%,5%,-4%,
COc1cc(NC(=O)CC2NCCNC2=O)cc(OC)c1 (stereo unspecified),0.3%,32%,20%,-2.1%,0.0%,-3%,-0.3%,23%,-8%,

# All compounds of this part, from the start:
SMILES,West Nile antiviral,GPR55 antagonists,GPR35 arrestin U2OS,KOR beta-arrestin-1,GPR55 beta-arrestin,Dengue-2 NS5 capping,HIV peptide binding,KOR beta-arrestin-2,NOD1 NF-kB reporter,others
O=C(c1ccc(N2CCCCS2(=O)=O)cc1)N1CCN(c2ccccc2F)CC1,1.1%,7%,-6%,-2.3%,0.2%,-2%,0.8%,-46%,-7%,
COC(=O)Cn1nc(-c2ccccc2)c2cc(Cl)ccc21,0.8%,18%,-13%,-1.9%,-0.1%,3%,3.0%,5%,-4%,
COc1cc(NC(=O)CC2NCCNC2=O)cc(OC)c1 (stereo unspecified),0.3%,32%,20%,-2.1%,0.0%,-3%,-0.3%,23%,-8%,
CC(CNS(=O)(=O)c1ccc(Cl)cc1)n1cncn1 (stereo unspecified),-0.3%,5%,-12%,-3.8%,0.2%,-6%,-0.7%,24%,-30%,
O=C(c1ccco1)N1CCN(CCCCN2C(=O)c3ccccc3C2=O)CC1,-0.6%,-14%,3%,3.6%,-0.1%,-7%,0.4%,-23%,28%,
COc1ccc(CN(C)C(C)C(=O)Nc2ccc(S(=O)(=O)N3CCCC3)cc2)c(OC)c1OC (stereo unspecified),-1.4%,-3%,-12%,-2.3%,-0.2%,.,1.3%,-7%,25%,
CC(=O)Nc1ccc(S(=O)(=O)NCc2cccnc2)cc1,-1.1%,6%,10%,3.5%,-0.3%,1%,-0.6%,-8%,-14%,
Cc1cnc(NC(=O)c2ccco2)s1,1.0%,11%,-1%,6.0%,-1.0%,1%,-0.7%,-4%,-10%,
COc1ccc(C)cc1Nc1n[n+](-c2ccccc2)c(-c2ccc(C(=O)O)cc2)s1,-0.2%,5%,8%,4.8%,-0.2%,-1%,8.2%,-17%[20 µM],10%,
Cc1nc2ccccc2n1CC(=O)NCCN1CCCC1,0.3%,4%,-16%,.,-0.1%,-1%,4.3%,.,-22%,
CCN(CC)CCN(C(=O)c1cccc([N+](=O)[O-])c1)c1nc2ccc(OC)cc2s1,-0.6%,-1%,4%,-4.4%,-0.2%,-6%,2.4%,-4%,-19%,
CCOC(=O)CCSc1nc(C)c2cc(OC)ccc2n1,-0.8%,-11%,10%,-6.3%,-0.3%,-3%,0.5%,-4%,-46%,
Nc1c(-c2ccccc2)cnc2c(-c3ccccc3)cnn12,-0.3%,3%,3%,-3.9%,1.0%,-5%,-0.3%,-2%,-25%,
CCOc1ccc(-c2nnc(-c3ccncc3)o2)cc1,-1.1%,-1%,3%,-1.9%,-0.1%,9%,-2.3%,-4%,-28%,
CCOC(=O)c1nnn2c1nc(N1CCOCC1)c1ccccc12,-0.1%,5%,-10%,-2.1%,-0.1%,.,-0.9%,14%,3%,
COc1ccc(CCN(C)C(=O)c2cc(-c3ccc(C)cc3)nc3ccccc23)cc1OC,-0.4%,19%,-1%,3.1%,-0.1%,-3%,0.5%,-41%,24%,
CCSc1nnc(Cn2c(=O)sc3ccccc32)n1C,-0.6%,-11%,24%,1.8%,-0.5%,-1%,-1.3%,32%,-20%,
O=C(C(Cc1ccccc1)NS(=O)(=O)c1cccc2cccnc12)N1CCc2ccccc21 (stereo unspecified),0.2%,-2%,4%,1.1%,-0.1%,-6%,-2.1%,27%,15%,
COc1ccc(C(=O)NC2CC2)cc1OC1CCN(C(C)CSC)CC1 (stereo unspecified),1.2%,0%,1%,-3.4%,-0.2%,-2%,3.5%,-18%,-28%,
CCn1c(C)csc1=NC(=O)c1ccccc1O,-0.1%,6%,10%,-4.0%,-0.1%,1%,-0.9%,-52%,-31%,
O=C(CC(=O)Nc1cccc(Cl)c1)N/N=C\c1ccccc1,-0.1%,-24%,4%,-4.4%,-0.6%,3%,-2.0%,-34%,24%,
Cc1cc(=O)[nH]c(SCc2cc(Cl)ccc2OC(F)F)n1,0.1%,10%,6%,-0.5%,-0.2%,2%,-0.1%,-4%,19%,
O=C(CSCc1c(Cl)cccc1Cl)Nc1nccs1,-0.6%,12%,-15%,-2.6%,0.1%,-6%,0.0%,-1%,-10%,Dengue-2 NS5 capping pilot replicate=0.9
N#Cc1ccc(C(=O)OCC(=O)Nc2ccc(N3CCOCC3)cc2)cc1,1.6%,13%,8%,-6.2%,-0.2%,-7%,1.2%,16%,-43%,
Cc1cc2c(C)cc(=O)oc2c2c1NCCC2,1.6%,12%,-7%,3.8%,-0.2%,0%,-0.6%,5%,-25%,
COC(=O)CSc1nc(N)nc(C)c1Cl,0.2%,4%,4%,-4.7%,0.3%,2%,-1.0%,-59%[20 µM],-28%,
CCc1cccc2c(C(=O)C(F)(F)F)cn(CC(=O)N3CCOCC3)c12,0.3%,3%,7%,-2.9%,0.5%,-2%,-0.1%,-24%[20 µM],-5%,
CCOc1ccc(CNC(=O)CCC(=O)N2CCSc3ccccc32)cc1,0.4%,17%,16%,-8.5%,0.7%,-1%,-0.5%,-18%[20 µM],4%,
COCCCNc1nc(N)c([N+](=O)[O-])c(NCc2ccccc2)n1,0.7%,-6%,6%,-0.7%,0.0%,-7%,-1.1%,-14%,-3%,
Cc1ccccc1N1CC(O)(c2ccccc2)[N+]2=C1SCC2 (stereo unspecified),.,10%,-7%,-0.3%,-0.2%,-4%,1.0%,15%,-14%,
CCOC(=O)Oc1ccc2c(=O)c(Oc3cc(C)cc(C)c3)coc2c1,-0.1%,4%,2%,-3.9%,0.0%,-1%,-1.0%,4%,-10%,
NC(=O)c1cc(-c2ccccc2)nc(N2CCCCCC2)n1,0.6%,-8%,4%,6.7%,0.4%,-3%,0.7%,-14%,-11%,
Cc1ccc(S(=O)(=O)n2ccc3cccnc32)cc1,0.2%,5%,-11%,-2.9%,0.2%,-4%,-0.7%,4%,-16%,
Cc1cnc(NC(=O)CCNC(=O)c2ccc([N+](=O)[O-])cc2)s1,0.1%,-17%,-2%,-1.0%,0.1%,2%,-2.2%,24%,-30%,
CCOc1ccc(C(O)C(CN2CCOCC2)c2ccccc2)cc1 (stereo unspecified),-0.3%,15%,6%,-2.5%,0.0%,0%,-0.6%,3%,14%,
CCOC(=O)N1CCN(C(=O)/C(=C/c2ccc(OC)c(OC)c2)NC(=O)c2ccccc2)CC1,-0.8%,4%,13%,.,-0.1%,6%,1.1%,-11%[20 µM],-31%,
COc1cc(C2C3=C(CC(C)(C)CC3=O)N(C)C(=O)N2C)cc(OC)c1OC (stereo unspecified),-0.4%,-3%,-10%,-2.1%,0.3%,-7%,0.1%,5%,-1%,
C=C1CCC(OC(C)=O)C2(C)CCC3C(C)C(=O)OC3C12O (stereo unspecified),0.1%,-3%,2%,-2.8%,0.0%,-2%,2.5%,-15%,-4%,
COc1ccc(OC)c(-n2c(=O)c3ccccc3c3ccccc3c2=O)c1,0.1%,9%,18%,0.0%,-0.5%,-6%,-0.8%,36%,-11%,
Cc1cccc(C)c1-n1c(C)nn(Cc2ccc([N+](=O)[O-])cc2)c1=O,0.1%,1%,-15%,7.1%,0.5%,2%,-0.4%,-13%,19%,
O=c1oc2c(CN3CCOCC3)c(O)ccc2c2c1CCCC2,-0.1%,3%,-7%,2.8%,-0.2%,3%,0.1%,-11%,-13%,
O=C1CCCCC1C(Nc1ccc(Cl)cc1)c1ccccc1 (stereo unspecified),-0.1%,-2%,17%,4.7%,-0.2%,4%,-1.8%,0%,6%,
CC(=O)c1cn(C)c(=O)[nH]c1=O,0.2%,14%,2%,-1.1%,-0.5%,.,-0.7%,-20%,-41%,
CCc1ccc(CN2CCC(n3nccc3NC(=O)C3CCCC3)CC2)cc1,-0.8%,13%,-3%,-2.1%,-0.1%,1%,-0.8%,10%,-37%,
CCN(CC)S(=O)(=O)c1cccc(NC(=O)COc2ccc(Cl)cc2Br)c1,0.2%,4%,-2%,-4.5%,0.9%,-6%,-0.8%,15%,5%,
COc1ccc(N2CCN(CC(O)COc3cc(C)ccc3C)CC2)cc1 (stereo unspecified),-0.7%,17%,-1%,-3.8%,-0.1%,-7%,-1.2%,-5%,-4%,
COc1ccccc1NC(=O)CSc1sc2c(O)cc(=O)[nH]c2c1C#N,0.0%,-6%,-7%,-2.0%,0.1%,-1%,38%,8%,-18%,
CSCCC(NS(=O)(=O)c1ccccc1F)C(=O)Nc1cccc(C)n1 (stereo unspecified),-0.1%,12%,-6%,-5.0%,-0.1%,-7%,0.2%,18%,-2%,
Cc1ccc(C)c(NC(=S)N2CCC(NC(=O)c3ccccc3)CC2)c1,-0.1%,2%,4%,3.5%,-0.2%,-4%,0.4%,-36%,-39%,
O=C(CN(Cc1ccc(F)cc1)S(=O)(=O)c1ccc(S(=O)(=O)N2CCOCC2)cc1)Nc1ccccc1,1.4%,2%,-3%,5.7%,-0.6%,-2%,-0.1%,-9%,-16%,
COc1cccc(NCc2cc3c(C(C)(C)C)nn(-c4ccccc4)c3[nH]c2=O)c1,3.3%,23%,10%,6.6%,0.0%,-3%,4.6%,-48%,6%,
Cc1noc(C)c1COc1ccc(C(=O)N2CCCC(C(F)(F)F)C2)cc1 (stereo unspecified),-0.3%,13%,-8%,1.7%,0.3%,-5%,1.2%,-6%,-16%,
CC(=O)Nc1ccc(-c2nnc(SCc3ccc(C)cc3)n2C)cc1,-0.1%,2%,3%,-1.1%,-0.1%,-2%,2.4%,1%,-40%,
CN(C)C(=O)CSc1nnc(C23CC4CC(CC(C4)C2)C3)o1,-0.3%,-6%,6%,-0.5%,-0.1%,-10%,1.1%,4%,-31%,
CC12CCC(C(=O)NNc3ccccc3)(C(=O)C1=O)C2(C)C (stereo unspecified),0.2%,5%,10%,3.0%,1.1%,-4%,-2.0%,20%,-10%,
